# CAL PDZ FP-1: human CAL PDZ-peptide interaction inhibition; AID 504414; Q9HD26; inhibition, % at 20 µM; 330,000 tested, 0.02% active; purified CAL PDZ, TMR-peptide fluorescence polarization, 1 h;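 active = highest replicate inhibition of at least 40%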;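 also: plate controls were DMSO neutral control wells for no effect and unlabeled competitor peptide control wells for full effect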
#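 material = purified tagged CAL PDZ domain construct (CerCALP) | buffer or medium = sodium phosphate/NaCl buffer pH 7.4 with TCEP, IgG, Thesit | reagent = TMR-labelled reporter peptide T*-PRC34 bound in PDZ groove | incubation = 1 h room-temperature incubation prior to read | measured by = fluorescence polarization (mP) | evaluation = percent inhibition from loss of millipolarization | control set = unlabelled peptide and DMSO controls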
# dFosB activator: activators of mouse delta FosB homodimer; P13346; purified delta FosB, TAMRA-CDK5 oligo fluorescence polarization; percent of positive-control signal above neutral wells; activation, % at 25 µM; 340,000 tested, 0.99% active; AID 493131;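 active = mean activation above about 17%, with every replicate also reaching it, limit read from the data, passing the limit was not always enough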;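 also: fluorescence polarization rise as delta FosB binds a TAMRA Cdk5 AP-1 oligo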
# Target sequence (P13346 whole entry, looked up): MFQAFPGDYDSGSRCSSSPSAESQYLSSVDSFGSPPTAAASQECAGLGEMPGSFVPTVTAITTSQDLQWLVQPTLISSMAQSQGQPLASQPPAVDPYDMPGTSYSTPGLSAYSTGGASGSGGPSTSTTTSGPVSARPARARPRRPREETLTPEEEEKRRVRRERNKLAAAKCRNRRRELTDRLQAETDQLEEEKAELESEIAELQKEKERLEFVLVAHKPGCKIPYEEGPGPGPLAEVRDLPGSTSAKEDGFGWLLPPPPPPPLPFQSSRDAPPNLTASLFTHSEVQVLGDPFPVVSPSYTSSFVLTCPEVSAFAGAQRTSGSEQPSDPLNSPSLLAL
# cardiac RTF act: increases calcium sensitivity of human cardiac regulated thin filaments; 340,000 tested, 0.24% active; P19429+P45379; IANBD-labeled TnC RTF fluorescence at EC20 calcium; 0% EC20 calcium, 100% full calcium; activation, % at 7.2 µM; AID 493008;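 active = activation above the mean over all tested compounds plus 3 SD, cut at about 30% in these data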;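 also: rise in fluorescence read as greater calcium sensitivity of cardiac thin filaments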
# CAL PDZ FP-2: CAL PDZ (human) peptide binding inhibition; Q9HD26; purified CAL PDZ, TMR-peptide fluorescence polarization, 1 h; inhibition, % at 24.9 µM; 300,000 tested, 0.92% active; AID 602252;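 active = mean inhibition of at least 30% with at least half of replicates also reaching 30%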;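 also: 0% = DMSO neutral control and 100% = excess unlabeled competitor peptide PRC23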
# MITF act: activators of MITF-driven TRPM1 promoter activity in SK-MEL-5 cells | SK-MEL-5 TRPM1-promoter luciferase, 24 h; % of positive control, neutral wells = 0 | 300,000 tested, 0.75% active | AID 588334 | activation, % at 12.5 µM;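 active = mean activation of at least 80% with every replicate also reaching 80%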;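 also: 0% = neutral control wells and 100% = parthenolide positive control wells; values of inactives mirror those of a sister screen read the other way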
# V-ATPase pHluor: alters yeast V-ATPase proton transport; S. cerevisiae, pHLuorin cytosolic pH fluorescence; response, % at 10 µM; 350,000 tested, 0.37% active; AID 504577; in the data active = response mostly above about 7.3%, no sharp cut-off; inactive = mostly below about 5.4%; also: actives read high; inactives centre near 0; some compounds called inactive have numbers as strong as hits
# CDK5 p35 inh: inhibitors of human CDK5/p35 kinase | Q00535+Q15078 | inhibition, % at 10 µM | Recombinant CDK5/p35, ADP-Glo luminescence, 60 min | 330,000 tested, 0.01% active;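 active = highest replicate inhibition of at least 50% and at least 75% of replicates reaching 50%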;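 also: plate controls were DMSO neutral control for no effect and GW8510 at 10 µM for full effect; many of its hits are not listed in these tables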
# Target sequence (Q00535 whole entry, looked up): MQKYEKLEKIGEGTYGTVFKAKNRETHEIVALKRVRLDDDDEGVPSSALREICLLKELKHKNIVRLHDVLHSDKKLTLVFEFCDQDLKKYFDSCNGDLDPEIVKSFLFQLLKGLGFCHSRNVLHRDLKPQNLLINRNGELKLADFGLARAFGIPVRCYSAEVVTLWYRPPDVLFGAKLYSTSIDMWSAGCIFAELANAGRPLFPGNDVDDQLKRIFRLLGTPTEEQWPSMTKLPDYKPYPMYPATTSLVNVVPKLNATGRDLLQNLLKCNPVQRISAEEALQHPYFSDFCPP
# Target sequence (Q15078 whole entry, looked up): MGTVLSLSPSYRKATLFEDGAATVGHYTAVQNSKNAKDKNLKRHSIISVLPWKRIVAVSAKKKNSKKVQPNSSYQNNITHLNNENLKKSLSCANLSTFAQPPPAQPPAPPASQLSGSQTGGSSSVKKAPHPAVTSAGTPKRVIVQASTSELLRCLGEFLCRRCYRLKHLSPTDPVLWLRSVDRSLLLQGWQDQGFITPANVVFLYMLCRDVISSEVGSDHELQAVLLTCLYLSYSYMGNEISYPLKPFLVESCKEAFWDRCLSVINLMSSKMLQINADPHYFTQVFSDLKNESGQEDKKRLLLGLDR
# Tat transport: inhibitors of E. coli Tat protein transport. E. coli MC4100 TorA-mCherry Tat export, fluorescence. inhibition, % at 10 µM. 340,000 tested, 0.036% active;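 active = mean replicate inhibition at least 50% and at least half of replicates individually reaching 50%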;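 also: exported cargo escapes ClpAP degradation while cytoplasmic cargo is degraded and loses fluorescence; 0% = median of neutral control wells and 100% = median of NaSCN control wells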
# Rtt109 HAT inh: C. albicans Rtt109 histone acetyltransferase inhibition | purified Rtt109/Vps75, ThioGlo CoA-SH fluorescence, 4 h | 330,000 tested, 0.16% active | inhibition, % at 34.9 µM;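 active = inhibition of at least 50% in every replicate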
# Wnt bcat act: activates Wnt/beta-catenin signaling in a reporter cell assay; activator, plate reader; activation, % at 9.35 µM; 300,000 tested, 1.2% active; AID 743398; in the data active = activation above about 30%, passing the limit was not always enough;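 also: 0% = neutral control wells and 100% = positive control wells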
# * hit, by the source's call; . = no result given.
SMILES,CAL PDZ FP-1,dFosB activator,cardiac RTF act,CAL PDZ FP-2,MITF act,V-ATPase pHluor,CDK5 p35 inh,Tat transport,Rtt109 HAT inh,Wnt bcat act
CCCCCCCCOc1ccc(C2OC34CCCCC3C(C#N)(C#N)C2(C#N)C(=N)O4)cc1 (stereo not given),0.2,-85,22,.,.,2,-1.3,-4,-420,0
Nc1ccc2oc(-c3cccc(Br)c3)nc2c1,-3.5,1,5,0,41,-3,1.3,-2,-4,.
CC1Cc2cc(S(=O)(=O)N3CCN(c4cccc(Cl)c4)CC3)ccc2N1C(=O)C1CC1 (stereo not given),-2.3,-12,2,-2,-21,-5,0.2,5,13,-3
CSc1nnc2c(n1)OC(C)=Nc1ccccc1-2,-1.0,-5,5,.,-13,2,-0.7,1,14,.
CCOC(=O)c1c(S(=O)(=O)NCCc2ccccc2)c(C)n(C)c1C,-1.5,-3,-8,1,21,0,0.3,-7,2,-1
Cn1c(SCC(=O)Nc2ccc(N3CCOCC3)c(Cl)c2)nnc1C(O)c1ccccc1 (stereo not given),-1.6,-6,-6,.,1,0,-1.6,4,-3,.
CC(Oc1ccc(-c2nccc(-c3ccccn3)n2)cc1)C(=O)NN (stereo not given),0.0,-6,-4,.,11,0,-0.4,6,-6,.
O=C(CSc1nnc(CCCN2C(=O)c3cccc4cccc(c34)C2=O)n1-c1ccccc1)N1CCCCC1,-1.7,-14,-2,-1,-1,1,.,2,2,-4
COCc1cc(C)n(CC(=O)Nc2ccc(N3CCOCC3)cc2)c(=O)c1C#N,-1.7,2,1,0,4,1,-0.4,-5,-12,2
COc1ccccc1NC(=O)C1=C(C)Nc2nc(-c3cccs3)nn2C1c1cccc(O)c1 (stereo not given),-2.9,-3,2,-8,.,0,0.0,5,7,.
O=C(c1ccc2c(c1)C(=O)N(CCCO)C2=O)c1ccc2c(c1)C(=O)N(CCCO)C2=O,-0.3,-1,-4,-1,.,-5,-0.2,1,-3,-1
CCOC(=O)c1c(O)c2ccccc2n(-c2ccccc2)c1=O,-0.3,0,-3,-1,-10,3,-3.1,14,6,.
CSc1cccc(CN2CCC(n3nccc3NC(=O)C3CC3)CC2)c1,-1.2,-2,0,1,-1,6,0.4,-4,-5,0
CCOC(=O)C1=C(C)NC(=S)NC1c1ccco1 (stereo not given),0.6,-10,2,.,.,-2,-1.5,5,-8,0
O=c1[nH]cnc2c1nnn2Cc1ccccc1,0.5,1,-3,2,-2,3,0.7,-1,-7,-1
CNC[C@H]1Oc2ccc(NC(=O)Cc3cn(C)c4ccccc34)cc2CC(=O)N([C@@H](C)CO)C[C@H]1C,2.5,-5,0,-2,-5,-3,0.2,1,-5,0
Cc1ccc(NC(=O)C2CCN(C(=O)N3CCOc4ccccc43)CC2)cc1,-0.2,-4,0,-3,.,-1,-1.3,-4,13,-5
CN(CC(=O)Nc1cccc(F)c1)C(=O)CCSc1ccc(F)cc1,-2.2,0,-6,1,6,4,-1.0,4,-2,0
C=C(C)C(=O)N1CCN(C(=O)C(=C)C)c2ccccc21,0.6,-17,-1,0,9,11,1.2,-4,3,-3
COc1ccc(C(=O)Sc2nncc3ccccc23)cc1,-3.2,5,-6,-4,-2,-2,1.9,-1,2,-2
Cc1cccc(C(=O)NNC(=O)C2CCCO2)c1 (stereo not given),-0.9,2,8,-2,1,-2,-1.1,0,-1,1
Cc1sc2nc(CSCC(=O)N(CCC#N)c3ccccc3)[nH]c(=O)c2c1C,-6.8,-7,7,.,8,6,2.0,-11,4,-1
O=C(c1ccccn1)N1CCN(c2cccc(C(F)(F)F)c2)CC1,-0.7,-2,7,.,6,4,0.3,-5,3,-2
CC(Nc1ccc(N2CCOCC2)cc1)C(=O)N1c2ccccc2CC1C (stereo not given),-0.4,-13,0,-3,-23,4,1.7,0,5,0
COc1cccc(/C=N/Nc2nnc3c(n2)[nH]c2ccccc23)c1OC,0.3,9,16,-1,33,3,-3.1,-1,2,-1

# Limited to dFosB activator, V-ATPase pHluor and CAL PDZ FP-1 (2 entries from above):
Structure | dFosB activator | V-ATPase pHluor | CAL PDZ FP-1
COc1ccc(C(=O)Sc2nncc3ccccc23)cc1 | 5 | -2 | -3.2
Cc1cccc(C(=O)NNC(=O)C2CCCO2)c1 (stereo not given) | 2 | -2 | -0.9

# The listing continues:
SMILES,CAL PDZ FP-1,dFosB activator,cardiac RTF act,CAL PDZ FP-2,MITF act,V-ATPase pHluor,CDK5 p35 inh,Tat transport,Rtt109 HAT inh,Wnt bcat act
Cc1cc(-c2ccc(C(C)C)c(S(=O)(=O)Nc3cc(C)on3)c2)on1,-2.4,-7,-8,1,1,0,.,1,6,0
CCN(CC(=O)Nc1c(F)cccc1F)C(=O)Cc1csc(-c2ccccc2)n1,-1.9,-2,1,-3,-4,0,2.1,1,-4,1
COc1ccc(-c2ccc(C)cc2)cc1[C@H]1[C@@H]2C=CCC[C@@]2(C)C(=O)N1Cc1ccccc1,-1.1,-4,-6,-1,8,0,-2.8,-5,12,-10
COc1ccc2c(c1)OC[C@H]1[C@H]2N2C(=O)c3cc(Cl)ccc3NC(=O)[C@@]2(C)[C@H]1c1ccccc1,-0.6,2,-5,-1,-32,2,0.7,-2,0,.
Cc1cc(NC(=O)CCc2ccccc2)c([N+](=O)[O-])cc1C,0.9,-5,2,-1,55,-2,0.1,0,-2,6
O=[N+]([O-])c1cc(S(=O)(=O)N2CCCC2)ccc1SCCO,-0.2,1,7,-2,2,0,-2.1,-1,10,1
CCC1CCCCN1CCCNC(=O)c1ccc(CS(=O)(=O)c2ccc(Br)cc2)o1 (stereo not given),-1.7,-2,4,-4,-2,5,-0.8,-4,2,-1
O=C(O)c1csc(Br)c1Br,.,5,0,3,-7,1,-0.6,14,-10,1
CNS(=O)(=O)c1cccc(C(=O)OCC(=O)NC2CCCC(C)C2C)c1 (stereo not given),0.8,-6,-7,.,-10,-3,-0.6,-4,-10,-2
COc1ccc(-c2cc(-c3cc(OC)ccc3O)[nH]n2)cc1,-1.9,-16,6,-2,.,-1,-0.5,7,11,.
CC(C)(C)C(=O)N1CCN(c2ccc([N+](=O)[O-])c(NCC3CCCO3)c2)CC1 (stereo not given),-0.8,-6,-1,-4,2,-3,-1.3,-5,0,.
CCOC(=O)C1=C(O)/C(=C/c2cc(OC)c(OC)c(OC)c2)N=C1C,-1.2,-4,-5,-3,-2,-3,1.2,-1,-1,.
C=CCN1C(=O)CN=C1Nc1ccccc1,-0.1,-3,-5,0,5,-2,0.8,-1,-4,-3
COc1cc2c3c(c1OC)C1(C=CC(=NNC(N)=O)C=C1)CC3N(C(C)=O)CC2 (stereo not given),-0.4,5,-6,3,7,-2,-0.4,-8,8,.
O=S(=O)(CCN1CCCCC1)Oc1ccc(Cl)cc1Cl,0.4,-5,-4,3,-5,2,-0.3,-15,-4,8
C[n+]1ccc(CC2C(=[N+]([O-])[O-])C=Nc3ncnn32)cc1 (stereo not given),0.6,-4,-6,3,-1,1,-1.2,-6,2,-1
Cc1cc(=O)[nH]c2nnc(SCC(=O)N3CC(C)OC(C)C3)n12 (stereo not given),0.6,-6,1,.,2,5,-0.9,-1,-10,-4
COC(=O)c1c(C(=O)OC)c(-c2cccc(C)c2)n2c1CS(=O)(=O)C2,-1.4,-7,0,-3,8,0,0.1,3,-10,.
COc1cc(/C=C/C(=O)OCC(=O)N2CCCc3ccccc32)ccc1OCC#N,-1.4,-7,1,0,2,0,-1.5,8,0,3
O=C(O)CCc1ccc(S(=O)(=O)Nc2ccc(OCc3ccccc3)cc2)cc1,-2.5,0,-5,-1,14,0,0.8,9,5,3
CCOC(=O)C1CCCN(CC(O)COc2cccc(C)c2)C1 (stereo not given),-0.6,0,4,-2,-10,3,-2.3,7,1,-5
CCn1cc(C(=O)O)c(=O)c2cc(OC)ccc21,0.2,-12,2,7,.,-3,0.5,-1,-8,.
COc1ccc(Cc2nnc(NC(=O)c3ccco3)s2)cc1,.,-5,1,1,.,1,-1.3,0,-9,7
CCc1nnc(NCC(=O)N2CCc3ccccc32)s1,-0.3,-13,5,3,-18,3,-3.3,-3,-2,-3
CC(C)(C)C(=O)Nc1ccc(S(=O)(=O)c2ccc(NC(=O)C(C)(C)C)cc2)cc1,-2.7,5,7,-3,-1,-2,0.6,-2,.,-2
# The list goes on:
SMILES,CAL PDZ FP-1,dFosB activator,cardiac RTF act,CAL PDZ FP-2,MITF act,V-ATPase pHluor,CDK5 p35 inh,Tat transport,Rtt109 HAT inh,Wnt bcat act
Cc1sc2ncnc(N3CCC(C(=O)Nc4ccc(C#N)cc4)CC3)c2c1C,-2.6,6,-6,-3,8,-2,-0.2,0,-3,-1
COc1ccc(CNC(=O)C(C)n2nc(C)c3c(C)n(-c4ccc(C)cc4)nc3c2=O)cc1 (stereo not given),-0.9,0,0,5,-24,2,1.6,-4,-8,0
CCCCn1c(N)c(N(CCOC)C(=O)c2cc(=O)[nH]c3ccccc23)c(=O)[nH]c1=O,0.5,-3,2,-1,-3,0,-0.6,3,8,6
c1ccc2c(c1)oc1c(N3CCN(Cc4ccc5c(c4)OCO5)CC3)ncnc12,-0.3,-25,12,-6,.,-1,0.9,6,.,21
Cc1cccc(OCCCC(=O)Nc2ccc(N3CCCCC3)cc2)c1,-1.4,5,-3,-1,.,2,0.1,-3,1,.
O=C(Nc1ccccc1N1CCCCC1)c1ccc([N+](=O)[O-])o1,-2.0,-17,-7,-1,-26,0,1.0,-1,1,-3
CC(=O)N(C1=C(N)C(=O)c2ccccc2C1=O)c1ccccc1,1.3,7,3,-2,-65,0,-0.9,-11,2,-1
O=C(NCCc1nc2ccccc2[nH]1)c1ccc([N+](=O)[O-])cc1,-0.9,-2,1,-5,-4,1,0.5,6,0,0
Cc1ccc(N(CC(=O)NCCSc2ccccn2)S(C)(=O)=O)cc1,0.0,1,-2,-3,17,0,-2.0,-9,5,1
CCN1CCC(NC(=O)Nc2ccccc2C(=O)OC)CC1,-3.4,2,-6,-1,7,-4,1.1,-1,.,-1
O=C(Nc1ccc([N+](=O)[O-])cc1)c1cc2ccccc2nc1Cl,-3.0,11,-3,2,5,0,0.4,14,-5,-2
CCCc1nnc(SCC(=O)N2CCCC(C)C2)n1CCCOC (stereo not given),-0.9,7,-3,1,-7,-1,0.8,7,-2,.
COc1ccc(N2CCN(S(=O)(=O)c3c[nH]c(=O)[nH]c3=O)CC2)cc1,-0.2,1,-7,.,-7,0,-0.1,-3,-15,0
CC(C)C[C@H](NC(=O)c1nc[nH]c1C(=O)N(C)Cc1ccccc1)C(=O)OC(C)(C)C,-0.2,-2,-1,0,6,-6,-0.3,9,10,-2
O=C(OCc1cc(=O)n2ccsc2n1)c1ccc(OC(F)F)cc1,-1.9,-14,6,-1,5,8,1.3,7,-18,-1
COc1cc(-c2nnc(SCc3cc(=O)oc4cc(O)c(O)cc34)o2)cc(OC)c1OC,-3.6,-20,-31,.,2,6,-3.1,-3,-5,.
COc1ccc(CCCc2nnc(SCC(=O)Nc3nccs3)n2C)cc1C,1.6,-4,0,4,5,-5,1.9,7,22,-8
Cc1ccc(CNC(=S)NC2CCCCC2)cc1,-1.8,-11,-1,-2,3,0,-1.7,-6,-1,0

# Source: PubChem (several laboratories)
